BoNT F protease = blocks Botulinum neurotoxin F light chain protease | Multiplex microsphere protease cleavage assay, flow cytometry | inhibition, % at 10 µM | 0.22% of 360,000 active | AID 588497; in the data active = inhibition above about 35%, passing the limit was not always enough; inconclusive = no clear call, values can overlap the other calls; also: plate controls were buffer without enzyme for full effect and enzyme alone for no effect
PrPC TRFRET = reduces human prion protein on the cell surface. P04156. cell surface PrPC, TR-FRET read-out. inhibition, % at 13.8 µM. 0.43% of 370,000 active. AID 720596; in the data active = inhibition above about 24%; also: 0% = median of the test wells and 100% = reference compound wells
VHR inh abs = DUSP3 (human) phosphatase inhibition; inhibition, % at 13.3 µM; 0.52% of 290,000 active; P51452; recombinant VHR phosphatase, pNPP absorbance; AID 1654; in the data active = inhibition above about 50%; also: some compounds called inactive have numbers as strong as hits
Target sequence (P51452 whole entry, looked up): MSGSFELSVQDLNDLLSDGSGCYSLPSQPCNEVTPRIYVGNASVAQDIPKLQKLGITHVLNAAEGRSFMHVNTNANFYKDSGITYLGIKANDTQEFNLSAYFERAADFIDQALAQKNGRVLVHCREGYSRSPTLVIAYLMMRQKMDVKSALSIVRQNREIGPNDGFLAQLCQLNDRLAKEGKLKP
MazEF act = MazEF (E. coli) toxin RNase activation. P0AE70. FAM/BHQ RNA-DNA oligo cleavage fluorescence, 5 h. activation, % at 20 µM. 0.32% of 350,000 active. AID 504720; in the data active = activation above about 50%
Target sequence (P0AE70 whole entry, looked up): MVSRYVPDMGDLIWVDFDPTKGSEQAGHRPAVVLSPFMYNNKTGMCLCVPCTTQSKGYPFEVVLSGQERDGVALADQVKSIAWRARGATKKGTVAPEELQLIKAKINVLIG
CCHFV vOTU inh = CCHFV vOTU protease inhibition; Pep-AMC fluorescence; inhibition, % at 11.5 µM; 0.55% of 370,000 active; in the data active = inhibition above about 30%; also: 0% = vehicle wells with enzyme and 100% = no enzyme wells
3CLpro inhibitor = SARS-CoV 3CLpro protease inhibition | 0.14% of 290,000 active | recombinant SARS-CoV 3CLpro, quenched FRET peptide cleavage | AID 1706 | P0C6X7 | inhibition, % at 6 µM; in the data active = inhibition above about 12%
PriA SSB inh = K. pneumoniae PriA-SSBct interaction inhibition | AlphaScreen SSBct-PriA binding, biotinylated peptide | 0.6% of 430,000 active | inhibition, % at 33 µM; in the data active = inhibition mostly above about 37%, no sharp cut-off; inactive = mostly below about 20%;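 also: plate controls were negative control peptide for no effect and reference peptide for full effect; strong numbers were not always called active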
Rv3671c inh = inhibits the M. tuberculosis serine protease Rv3671c | 0.048% of 320,000 active | P9WHR9 | inhibition, % at 5.96 µM | AID 2606; in the data active = inhibition above about 38%;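 also: extracellular domain of Rv3671c used as enzyme; 0% = enzyme with DMSO and 100% = no enzyme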
Target sequence (P9WHR9 whole entry, looked up, the tested form may be a part): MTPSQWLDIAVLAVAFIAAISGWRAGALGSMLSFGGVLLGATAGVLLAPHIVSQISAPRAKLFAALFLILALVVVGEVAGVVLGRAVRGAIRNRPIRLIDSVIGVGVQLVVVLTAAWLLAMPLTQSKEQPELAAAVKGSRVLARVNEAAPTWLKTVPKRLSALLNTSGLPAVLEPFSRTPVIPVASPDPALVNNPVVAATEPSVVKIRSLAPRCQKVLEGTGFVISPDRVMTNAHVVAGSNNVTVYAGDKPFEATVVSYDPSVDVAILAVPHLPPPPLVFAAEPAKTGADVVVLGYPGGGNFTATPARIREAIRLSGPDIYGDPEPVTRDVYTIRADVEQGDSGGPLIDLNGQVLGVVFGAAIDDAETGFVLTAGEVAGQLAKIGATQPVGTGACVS
BoNT-A LC inh2 = BoNT A light chain protease inhibition. multiplex microsphere protease substrate cleavage, flow cytometry. inhibition, % at 10 µM. 0.17% of 360,000 active. AID 588499; also: plate controls were buffer without enzyme for full effect and enzyme alone for no effect
Anthrax LF prot = anthrax lethal factor protease inhibition; 0.12% of 360,000 active; inhibition, % at 10 µM; multiplex microsphere protease cleavage assay, LF; AID 588501; also: plate controls were buffer without enzyme for full effect and enzyme alone for no effect
* hit, by the source's call; i = inactive; ? = inconclusive; / = not tested or not shown; + = active, no number; & = joins results of further samples; ! = not confirmed by another sample. Rule as the data show it, unless noted: active = inhibition above about 30%; inconclusive = no clear call, values can overlap the other calls; inactive = below that. Some of the compounds tested, so the mix of outcomes need not match the whole.

The opening 2 compounds (preview)
SMILES	BoNT F protease	PrPC TRFRET	VHR inh abs	MazEF act	CCHFV vOTU inh	3CLpro inhibitor	PriA SSB inh	Rv3671c inh	BoNT-A LC inh2	Anthrax LF prot
COC(=O)c1oc2ccccc2c1NC(=O)c1ccccc1O	-2	10	11	2	5	5	-8	-11	-0.5	-7
C/C(=N\O)c1ccc2[nH]ccc2c1	-1	3	23	2	4	2	/	0	1.4	4

This part in full, from the first entry:
SMILES	BoNT F protease	PrPC TRFRET	VHR inh abs	MazEF act	CCHFV vOTU inh	3CLpro inhibitor	PriA SSB inh	Rv3671c inh	BoNT-A LC inh2	Anthrax LF prot
COC(=O)c1oc2ccccc2c1NC(=O)c1ccccc1O	-2	10	11	2	5	5	-8	-11	-0.5	-7
C/C(=N\O)c1ccc2[nH]ccc2c1	-1	3	23	2	4	2	/	0	1.4	4
COc1cc(Cl)c(C)cc1Nc1ncccn1	-8	-6	14	-4	7	3	-30	-2	-1.1	-4
O=C(CC(c1ccccc1)c1ccco1)N1CCCCC1 (configuration not stated)	9	/	26	/	/	5	/	7	0.4	-1
Cc1c(C(N)=O)sc2ncn(CC(=O)N(C)C3CCCCC3)c(=O)c12	7	-1	36	9	-4	-4	-13	2	1.5	0
N#C/C(=C/c1ccc(-c2ccc(S(=O)(=O)N3CCOCC3)cc2)o1)C(=O)NC1CC1	0	2	/	-4	8	/	5	/	1.0	-1
OCC1OC(n2cnc3ccccc32)CC1O (configuration not stated)	?	2	38	12	-6	-3	-12	-1	-4.0	-15
N#CC(C#N)=C1C=CC=CN1/C(=C\c1ccccc1Cl)C(=O)c1ccccc1	1	-10	6	10	2	2	7	7	5.4	3
Cc1ccc(CCNC(=O)c2ccc(NC3=NC4CS(=O)(=O)CC4S3)cc2)cc1 (configuration not stated)	2	-3	1	12	12	0	3	1	2.4	0
O=C(CNC(=O)c1cccc(F)c1)N/N=C/c1ccc([N+](=O)[O-])s1	-2	-47	12	6	3	1	/	2	-0.6	2
CCc1nc2ccccc2n1CC(=O)Nc1cc(C)on1	-5	8	20	-20	-6	-5	2	2	0.1	-2
CC(C)c1nc2cc(Cl)ccc2n(Cc2ccccc2)c1=O	-14	7	7	-6	-2	1	-36	2	1.0	15
COc1ccc(C(=O)N/N=C(\Cc2ncc[nH]2)c2ccccc2)cc1	-6	16	14	1	9	3	/	1	-0.4	-3
C=CCNS(=O)(=O)c1ccc(OC)c(C)c1	-15	2	18	-15	7	1	-7	-2	-1.6	-2
CC(=O)Nc1cccc(C(=O)OCc2csc(CC(=O)Nc3ccccc3C)n2)c1	-3	-1	/	8	-2	/	8	-19	0.4	-2
O=S(=O)(c1ccccc1)N(Cc1cccc(F)c1)c1ccccc1	2	7	1	-20	15	7	-67	/	1.8	10
COc1ccc(C(=O)N2CCCC(Nc3ccc(C(C)C)cc3)C2)c(OC)n1 (configuration not stated)	6	10	-2	8	3	-2	14	-10	-0.4	5
Cc1noc(C)c1COC(=O)Cc1ccc(Cl)c(Cl)c1	13	4	19	11	3	1	-19	3	0.9	-1
COc1ccc2cc(/C=N/NC(=O)c3ccc(CN(c4cccc(Cl)c4Cl)S(C)(=O)=O)cc3)c(Cl)nc2c1	-4	10	9	-19	-12	2	/	13	0.6	1
O=C(O)c1ccccc1N/N=C/c1c(Sc2nnnn2-c2ccccc2)nc2ccccn2c1=O	-6	2	19	12	5	-3	i	1	-1.7	-3

A draw from above in order of number of heavy atoms, low to high:
SMILES	BoNT F protease	PrPC TRFRET	VHR inh abs	MazEF act	CCHFV vOTU inh	3CLpro inhibitor	PriA SSB inh	Rv3671c inh	BoNT-A LC inh2	Anthrax LF prot
C/C(=N\O)c1ccc2[nH]ccc2c1	-1	3	23	2	4	2	/	0	1.4	4
O=C(CC(c1ccccc1)c1ccco1)N1CCCCC1 (configuration not stated)	9	/	26	/	/	5	/	7	0.4	-1
O=C(CNC(=O)c1cccc(F)c1)N/N=C/c1ccc([N+](=O)[O-])s1	-2	-47	12	6	3	1	/	2	-0.6	2
Cc1c(C(N)=O)sc2ncn(CC(=O)N(C)C3CCCCC3)c(=O)c12	7	-1	36	9	-4	-4	-13	2	1.5	0

Carrying on:
SMILES	BoNT F protease	PrPC TRFRET	VHR inh abs	MazEF act	CCHFV vOTU inh	3CLpro inhibitor	PriA SSB inh	Rv3671c inh	BoNT-A LC inh2	Anthrax LF prot
CCN(Cc1ccccc1)C(=O)c1cccc(S(=O)(=O)N2CCN(c3ccccc3)CC2)c1	7	5	/	-1	4	/	-2	2	3.1	-4
CC(C(=O)NC(N)=O)N1C(=O)NC(c2ccccc2)(c2ccccc2)C1=O (configuration not stated)	2	-2	43	5	4	3	-7	-2	-0.4	0
Cc1ccc(S(=O)(=O)NCc2ccccc2)cc1	?	-6	12	3	-6	1	-12	5	5.0	-1
N#C/C=C1\Sc2ccccc2C(=O)N1CC(=O)N1CCN(S(=O)(=O)c2ccccc2)CC1	3	60*	32	-8	-6	1	-10	-4	1.2	0
O=C(Cn1c2[n+](c3ccccc31)CC(O)CS2)c1ccccc1 (configuration not stated)	9	1	15	8	2	-6	-3	9	0.6	4
c1ccc(-c2ccccc2-n2cnnn2)cc1	22	-4	22	-5	1	4	-20	4	?	1
O=C(N/N=C\C1C(=O)NC(=S)N(c2ccccc2)C1=O)c1ccc(O)cc1 (configuration not stated)	-1	5	2	6	16	2	/	2	-1.8	0
Nc1c(C(=O)c2ccccc2)oc2ccc([N+](=O)[O-])cc12	-5	-7	1	7	1	4	-3	-1	-1.1	5
O=C(COC(=O)c1c(Cl)cccc1Cl)Nc1cccc(S(=O)(=O)NC2=NCCCCC2)c1	9	4	/	3	2	/	3	-2	1.7	-4
O=[N+]([O-])c1cccc(N/N=C/c2cccc(O)c2O)c1	14	4	7	5	1	-1	/	11	0.1	0
CCCCOC(=O)Nc1cc(C(=O)OC)ccc1C(=O)OC	2	/	5	-1	/	4	-28	-2	0.5	-4
Cc1ccc(-c2nnn(CC(=O)N3CCN(c4nc5ccccc5s4)CC3)n2)cc1	9	-6	11	-10	-38	1	-1	-8	-0.1	3
Cn1c(=O)c(C(=O)NCCc2ccccc2)c(O)c2ccccc21	2	-4	-1	-5	1	-2	-4	-2	1.4	-8
CCC(C)[C@H](NC(=O)NCc1ccc(F)cc1)C(=O)O (some centres not stated)	-3	7	18	-7	-3	3	0	2	1.2	-3
COc1cccc(OCC(=O)NC2CCS(=O)(=O)C2)c1 (configuration not stated)	10	5	/	0	-4	/	-7	/	2.3	-2
S=P(N1CC1)(N1CC1)N1CC1	0	-2	/	-1	3	/	4	4	1.3	7
COc1cccc(N2CC(C(=O)Nc3c(C)cccc3C)CC2=O)c1 (configuration not stated)	/	-5	-1	-5	-8	4	-12	-12	/	/
NC(=O)C1(C(N)=O)OC1c1ccccc1 (configuration not stated)	-7	0	17	3	9	0	-16	1	0.0	-9
O=C(O)c1ccc(OCc2ccc(C(=O)O)o2)cc1	-4	0	13	-3	-4	-3	-13	3	-0.4	-15
COc1ccc(-c2cccc(CCC(=O)N3CCN(c4cc(C)ccc4C)CC3)c2)cc1	-5	-4	/	-2	6	/	-16	/	-0.1	-4
COc1ccccc1C(=O)NNC1=NS(=O)(=O)c2ccccc21	18	-2	-8	5	3	4	-27	8	-4.5	4
O=C1N(c2ccc(Cl)cc2)C(c2ccccc2)N2CCCN12 (configuration not stated)	-1	3	13	-3	-5	7	-13	-5	0.2	-1
COC(=O)c1cc(-c2ccc(OC)cc2)n[nH]1	-7	-4	15	5	-15	-1	-19	-4	-0.7	-3
O=C(C(Cl)Cl)N1CCN(c2ccccn2)CC1	-5	0	-7	0	-1	2	-9	-5	-0.9	0
COc1ccc(OC)c(C(O)c2ncc(-c3cccc(C(F)(F)F)c3)[nH]2)c1 (configuration not stated)	-8	8	/	/	8	/	/	/	-0.3	-5
COc1ccc(CC(=O)OCC(=O)Nc2ccc3c(c2)OCO3)cc1OC	-1	12	10	4	-1	3	-7	4	-0.3	-4
N#CCCN(C(=O)CN1c2cccc3cccc(c23)S1(=O)=O)c1ccccc1	0	-9	/	4	-18	/	-5	4	0.8	5
CCOc1ccc2nc(N(CCN(C)C)C(=O)c3cc4ccccc4cc3OC)sc2c1	/	/	-3	-5	/	-3	44*!	3	/	/
O=C1CC(Sc2ccc(Cl)cc2)C(=O)N1Cc1ccncc1 (configuration not stated)	-2	3	12	-5	6	3	-4	6	-0.5	0
COc1ccc(-n2c(C)c(C(C)=O)c3cc(O)ccc32)cc1	8	-10	3	8	-1	0	-7	/	-0.2	1
Cc1cc(C(=O)OCC(=O)NNC(=O)c2cccs2)ccc1[N+](=O)[O-]	21	-12	/	1	-4	/	9	2	6.9	1
CCCc1nc2c(s1)CCc1onc(-c3ccc(Br)cc3)c1-2	2	-5	/	5	6	/	-2	-6	0.4	-6
Cc1nn(C)c(C)c1S(=O)(=O)N(CC(=O)NCCCN1CCC(C)CC1)c1ccc(C(C)C)cc1	3	-4	56*	0	15	6	-23	2	-0.2	0
CCN1CCCC1CNC(=O)Cn1cnc2ccc(S(=O)(=O)N3CCC(C)CC3)cc2c1=O (configuration not stated)	/	-8	4	5	7	-2	-13	-8	/	/
CCCCC1CCCC12NC(=O)NC2=O (configuration not stated)	1	4	5	10	19	1	-14	-3	-0.5	1
O=C(Nc1ccccc1)SC1CCCCC1	-3	-5	/	8	10	/	-21	/	-0.4	5
CCOC(=O)C1(C)CCCN(C(=O)c2ccc(F)c(Cl)c2)C1 (configuration not stated)	-2	-12	/	/	6	/	/	/	-0.3	0
O=Cc1[nH]c2ccccc2c1N(C(=O)CCl)c1ccc([N+](=O)[O-])cc1	/	-16	24	0	10	7	-11	10	/	/
Cc1cc(C)c(NC(=O)CNC(=O)COC(=O)C2=COCCO2)c(C)c1	?	-1	/	5	-5	/	-5	1	3.4	4
Cn1c(=O)c(NCCc2ccccc2)c2c3c(cccc31)C(=O)c1ccccc1-2	41*	-6	30	60*	-1	-93	-43	+	47*	47*
COc1ccc(NC(=O)c2ccco2)cc1NC(=O)c1ccccc1	-2	-3	21	0	5	1	-10	/	-0.7	0
COC(=O)C1=C(c2cc3ccccc3s2)C[C@@H]2CC[C@H]1N2C(=O)NCCNC(C)=O	-8	2	/	-3	-1	/	-4	12	-1.0	-13
c1csc(Cc2nc3ccccc3[nH]2)c1	5	-6	-4	2	-15	2	6&-1	-4	0.5	4
NC(=O)c1ccc(NC(=O)c2ccc(CN3CCOCC3)cc2)cc1	-1	-3	18	6	-2	1	-10	4	0.1	3
C#C[C@]1(O)CC[C@H]2[C@@H]3CCC4=CC(=O)CC[C@]4(C)[C@H]3CC[C@@]21C	6	-3	1	12	-4	3	-4	-2	-0.5	2
C=CCN=C1S/C(=C\c2ccc(N(C)C)cc2)C(=O)N1CC=C	?	13	1	-35	-1	5	-17	6	-3.5	6
Cn1c(/C=C/c2ccccc2)nc2ccccc21	3	-2	-5	0	-47	4	-37	1	-0.4	-2
CO/N=C\CC(=O)Nc1ccc(Cl)cc1Cl	3	-2	-6	18	-4	0	/	-3	0.1	-6
C(=N\c1nccs1)/c1c[nH]c2ccccc12	-70	6	11	3	7	2	/	3	11	-8
Cc1ccccc1CSCCNC(=O)CSCc1ccc([N+](=O)[O-])cc1	0	-1	20	-4	3	0	-7	-6	?	-3
N#CC(C#N)=Cc1ccc(NC(=O)c2ccc(Br)cc2)cc1	2	4	-8	-10	3	1	-3	-12	1.8	-1
COc1ccc(/C=C/C(=O)NC(=S)NNC(=O)c2ccco2)cc1OC	-4	-9	5	-2	15	-3	-2	11	-2.0	4
COc1ccc(C(=O)/C=C2/C(=O)Nc3ccccc32)cc1	2	2	15	11	-8	4	-5	/	0.2	-10
CC(OC(=O)c1nn(C)c(=O)c2ccccc12)C(=O)NC1CCCCC1C (configuration not stated)	7	-2	/	0	12	/	-1	0	-0.5	0
O=C1COc2ccc(C(=O)CSc3ccccc3C(=O)O)cc2N1	0	-3	32	8	5	5	-15	7	0.1	0
CCc1ccccc1NC(=O)CNC(=O)CCc1nc2sc3c(c2c(=O)[nH]1)CCCC3	4	5	/	-9	-1	/	-4	-8	-0.9	-1
COC(=O)C1=C(N)OC2=C(C(=O)CC(C)(C)C2)C1c1ccoc1 (configuration not stated)	13	1	12	-1	10	-10	-11	0	-0.9	-6
